mIAP act = activators of mouse IAP, primary screen, biochemical, luminescence, uHTS. hit rate 0.24% among 330,000. AID 2805, 2010. intestinal alkaline phosphatase [Mus musculus]. activation factor at 10 µM. muIAP, CDP-Star luminescence, 30 min; active compounds read high; 1 = vehicle-only enzyme signal, 0 = enzyme-free wells;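 active = activation factor of at least 2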; also: the source names both 10 and 20 µM as test concentration; values of inactives mirror those of a sister screen read the other way
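System: Mouse IAP enzyme | Also added: CDP-Star substrate | Dosing: Compounds dispensed in DMSO | Schedule: 30 min enzyme-substrate-compound incubation at room temperature | Technique: Chemiluminescence readout | Control set: DMSO-only wells and no-enzyme negative control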
hIAP inh = human IAP inhibitors, primary screen, biochemical, luminescence, uHTS; purified IAP, CDP-Star luminescence, 30 min; inhibition, % at 10 µM; hit rate 0.12% among 330,000; AID 2544, 2010;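 active = inhibition reaching a set limit with compound at 10 µM in the primary screen, cut at about 35% in these data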;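 also: plate controls were DMSO wells with enzyme for no effect and no-enzyme buffer wells for full effect; values of inactives mirror those of a sister screen read the other way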
Target sequence (P09923 whole entry, looked up): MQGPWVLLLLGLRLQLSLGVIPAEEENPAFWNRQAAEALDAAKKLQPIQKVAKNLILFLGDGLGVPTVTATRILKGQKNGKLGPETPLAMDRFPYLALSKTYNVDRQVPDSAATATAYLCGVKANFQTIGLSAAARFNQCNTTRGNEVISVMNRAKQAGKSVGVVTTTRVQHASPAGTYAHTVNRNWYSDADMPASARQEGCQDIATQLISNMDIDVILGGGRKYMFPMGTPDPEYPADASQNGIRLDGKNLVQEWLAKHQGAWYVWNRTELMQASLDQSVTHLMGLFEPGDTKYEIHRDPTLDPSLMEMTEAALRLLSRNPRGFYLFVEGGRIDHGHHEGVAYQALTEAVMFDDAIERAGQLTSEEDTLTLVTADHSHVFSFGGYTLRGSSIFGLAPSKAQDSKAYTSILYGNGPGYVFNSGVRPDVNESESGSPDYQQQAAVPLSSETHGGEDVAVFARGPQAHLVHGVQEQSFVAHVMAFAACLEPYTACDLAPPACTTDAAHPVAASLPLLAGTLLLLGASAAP
beta cell repl = inducers of MIN6 beta-cell proliferation, primary screen, ATP luminescence, uHTS; AID 2380, 2010; proliferation, % at 10 µM; MIN6 cells proliferation, ATPlite luminescence, 48 h; cells starved in 0.2% serum; 100% = growth in 10% serum; hit rate 0.29% among 330,000;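 active = compounds whose signal lies at least 3.5 SD above the mean of all wells on their plate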;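 also: 0% = DMSO-treated cells in low-serum medium and 100% = 10% serum control; some compounds called inactive have numbers as strong as hits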
A3G deaminase = APOBEC3G DNA deaminase inhibitors, primary screen, biochemical, fluorescence, single-stranded DNA substrate, uHTS | recombinant A3G, ssDNA deamination FAM/TAMRA fluorescence | inhibition, % at 20 µM | hit rate 0.28% among 330,000 | AID 493012, 2011;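 active = inhibition of at least 40% at 20 µM, with no more than 30% in the related APOBEC3A deaminase screen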;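 also: plate controls were DMSO wells with A3G for no effect and wells lacking A3G enzyme for full effect; some compounds called inactive have numbers as strong as hits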
Target sequence (Q9HC16 whole entry, looked up): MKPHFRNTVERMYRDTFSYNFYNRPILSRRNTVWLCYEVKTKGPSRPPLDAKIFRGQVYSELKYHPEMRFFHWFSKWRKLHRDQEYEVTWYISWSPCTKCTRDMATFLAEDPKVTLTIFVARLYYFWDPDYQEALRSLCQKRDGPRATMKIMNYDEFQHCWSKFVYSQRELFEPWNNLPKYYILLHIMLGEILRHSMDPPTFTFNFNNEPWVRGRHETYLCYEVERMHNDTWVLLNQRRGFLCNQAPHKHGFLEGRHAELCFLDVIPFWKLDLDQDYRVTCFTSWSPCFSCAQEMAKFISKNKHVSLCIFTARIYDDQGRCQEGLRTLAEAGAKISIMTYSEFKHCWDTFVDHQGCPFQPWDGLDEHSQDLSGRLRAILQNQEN
TIM10 inh = growth inhibitors of isogenic TIM10 control yeast, primary screen, counter-screen for tim10-1 yeast inhibitor project, luminescence, uHTS | S. cerevisiae TIM10 strain growth, BacTiter-Glo luminescence, 24 h | inhibition, % at 10 µM | hit rate 1.4% among 330,000 | AID 463195, 2010;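 active = inhibition of 40% or more at the single tested concentration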;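 also: wild-type TIM10 isogenic control strain grown at permissive 25 °C; 0% = DMSO yeast wells and 100% = minimal medium wells without yeast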
tim10-1 inh = growth inhibitors of tim10-1 mutant yeast, primary screen, luminescence, uHTS | inhibition, % at 20 µM | hit rate 2.2% among 330,000 | S. cerevisiae tim10-1 ts strain growth, BacTiter-Glo, 24 h;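 active = inhibition of at least 40%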;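 also: mutant grown at 25 °C; 0% = DMSO wells with yeast and 100% = wells holding no yeast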
mIAP block = inhibitors of mouse IAP, primary screen, biochemical, luminescence, uHTS; intestinal alkaline phosphatase [Mus musculus]; inhibition, % at 10 µM; purified mouse IAP, CDP-Star luminescence, 30 min; hit rate 0.2% among 330,000;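 active = inhibition of at least 40% at 10 µM in the primary screen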;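 also: plate controls were DMSO with enzyme for no effect and no enzyme wells for full effect; values of inactives mirror those of a sister screen read the other way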
NLRP3 yeast inh = NALP3 inflammasome inhibitors in reconstituted yeast, primary screen, luminescence, uHTS; Yeast reconstituted NLRP3/ASC/caspase-1, beta-gal luminescence, 24 h; inhibition, % at 10 µM; hit rate 0.39% among 330,000; AID 2825, 2010;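 active = inhibition of 50% or more; inactive = inhibition below 50%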;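 also: plate controls were induced DMSO wells for no effect and uninduced yeast grown without galactose for full effect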
APOBEC3A inh = APOBEC3A ssDNA deaminase inhibitors, primary screen, selectivity assay for APOBEC3G inhibitor project, biochemical, FAM/TAMRA oligo cleavage fluorescence; recombinant A3A, FAM/TAMRA ssDNA deamination fluorescence; inhibition, % at 20 µM; hit rate 0.41% among 330,000; AID 493011, 2011;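 active = at least 40% inhibition at 20 µM here, with at most 30% in a related deaminase screen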;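 also: plate controls were A3A with DMSO for no effect and wells lacking A3A enzyme for full effect; some results filed as inactive read as strong as hits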
Active calls of the source: *; & = joins results of further samples.

SMILES | mIAP act | hIAP inh | beta cell repl | A3G deaminase | TIM10 inh | tim10-1 inh | mIAP block | NLRP3 yeast inh | APOBEC3A inh
CCN(CC)S(=O)(=O)c1ccc(OC)c(NC(=O)c2cc3c(=O)n4ccccc4nc3s2)c1 | 1.1 | -3 | -1 | -1 | -17 | -2 | -9 | 10 | 0
COc1ccc(S(=O)(=O)N2CCC(C(=O)NCCC(=O)Nc3ccc(Cl)cc3)CC2)cc1 | 1.1 | -24 | -2 | -4 | -3 | -4 | -8 | 8 | -4
CC1CC(C)CN(c2nc(N(C)c3ccccc3)nc(N)c2[N+](=O)[O-])C1 (stereo not drawn) | 1 | 28 | -5 | -3 | 33 | 19 | 0 | 33 | -2
COCCCn1c(N)c(-c2nc3ccccc3n2C)c2nc3ccccc3nc21 | 1.3 | -29 | -2 | -5 | 28 | 10 | -31 | 17 | 0
O=c1c(-c2ccc(Cl)cc2)c[nH]n1-c1ccccc1 | 1.1 | -17 | -2 | 4 | -44 | -9 | -5 | -28 | 1
CC(=O)OCC(=O)c1c[nH]c2ccccc12 | 0.97 | 12 | -2 | -7 | -9 | -34 | 2 | 4 | 4
CCCCn1c(N)c(Sc2ccccc2)c(=O)[nH]c1=O | 0.97 | 3 | -1 | -4 | 7 | 10 | 2 | 4 | 0
CC(C)CC(=O)Nc1cc(C(F)(F)F)ccc1N1CCOCC1 | 0.97 | -3 | -1 | -5 | -16 | 8 | 3 | 8 | 0
CN1CCCC1CCNC1C2CC3CC(C2)CC1C3 (stereo not drawn) | 0.91 | -25 | -2 | -3 | -106 | -85 | 9 | -8 | 1
O=C(NC[C@@H]1CCCO1)c1cccc2c1C(=O)c1ccc(Cl)cc1S2(=O)=O | 0.98 | 0 | 2 | -7 | 6 | 9 | 2 | 11 | -4
CCN1CNC(=S)N(c2cccc(C)c2C)C1 | 1 | 0 | 3 | 0 | 20 | 39 | 0 | 9 | -3
Brc1nc(Br)n(Cc2ccccc2)n1 | 1.1 | 1 | 2 | -9 | -8 | 1 | -14 | 4 | -1
CC(C)CCC(C(=O)O)C(C)CC(=O)NNC(=O)c1ccco1 (stereo not drawn) | 0.79&1.1 | -20&-7 | 1&0 | -7&-3 | -17&-45 | -10&1 | 21&-7 | -3&-5 | 7&-3
O=C(Nc1ccc(F)cc1)c1nc[nH]c1C(=O)O | 0.83 | -100 | 0 | -1 | -14 | 10 | 17 | 7 | -2
CCNS(=O)(=O)c1ccc(CCC(=O)NCc2ccc3c(c2)OCO3)cc1 | 1.1 | -6 | -2 | -3 | -1 | -11 | -8 | 15 | -3
CCCOC1CCCN(C(=O)c2cc(COc3ccc(F)c(F)c3)on2)C1 (stereo not drawn) | 0.95 | 2 | -4 | -8 | 0 | 34 | 5 | 23 | -4
O=C(Nc1ccccc1)C1CCCCN1S(=O)(=O)c1ccccc1 (stereo not drawn) | 0.97 | -12 | -2 | 0 | 27 | 40 | 3 | -3 | 6
Cc1ccc(S(=O)(=O)NC(=O)COc2ccccc2C)c(C)c1 | 0.98 | 10 | 0 | -6 | 11 | 9 | 2 | -17 | -4
Cc1ccnc(NC(=O)c2ccc(C(=O)c3ccccc3)cc2)c1 | 0.99 | -16 | -6 | -3 | -4 | 9 | 1 | 20 | -3
CCOC(=O)c1nnc(-c2ccccc2)nc1NCc1ccccc1 | 1 | 8 | 0 | -8 | 9 | 12 | 0 | 6 | -4
CC(=O)c1ccc(NC(=O)CSc2nnc(NC(=O)c3ccco3)s2)cc1 | 0.92 | -1 | -5 | -10 | 7 | 6 | 8 | -3 | -5
CCCCN(Cc1cc2cc(OC)ccc2[nH]c1=O)C(=O)COc1ccccc1 | 1 | -19 | -1 | -1 | -8 | -4 | 0 | 14 | 4
O=C(CN1CCN(S(=O)(=O)c2cccc(F)c2)CC1)Nc1ccnn1C1CCCC1 | 1 | 9 | 1 | -3 | 0 | 3 | 0 | -2 | 0
Cc1ccc(C2=NN(C(=O)CCl)C(c3ccco3)C2)o1 (stereo not drawn) | 1 | -9 | -4 | -5 | -7 | 3 | 0 | 17 | -2
O=C(Nc1cccc(S(=O)(=O)C(F)F)c1)c1ccc(Cl)c(S(=O)(=O)N2CCOCC2)c1 | 0.97 | -17 | -3 | -8 | 8 | 15 | 3 | -14 | -2
SMILES | mIAP act | hIAP inh | beta cell repl | A3G deaminase | TIM10 inh | tim10-1 inh | mIAP block | NLRP3 yeast inh | APOBEC3A inh
COc1ccc(Cc2c(Cl)ncnc2Cl)cc1 | 0.99 | 12 | -1 | -4 | 2 | -11 | 1 | 5 | 2
CCc1c(C)nc2cc(-c3cc(OC)cc(OC)c3)nn2c1N1CCN(CCN2CCOCC2)CC1 | 0.87 | 17 | -3 | 0 | 7 | -8 | 13 | 24 | 0
COc1ccccc1COc1ccc2c(C)c(CC(=O)O)c(=O)oc2c1C | 0.89 | -7 | 1 | -14 | 12 | 8 | 11 | 15 | -5
CC1(C)C(C#N)=C(N)Oc2c1c(=O)oc1ccccc21 | 0.96 | 0 | 4 | 4 | -42 | -9 | 4 | 4 | 7
CCc1ccc(-c2nc(CN3CCC(C(=O)NCc4ccco4)CC3)c(C)o2)cc1 | 0.99 | 11 | -3 | -5 | 15 | 7 | 1 | 12 | -3
Cc1cccc(/C=C/c2onc(C)c2S(=O)(=O)N2CCC(C(=O)N3CCC(C)CC3)CC2)c1 | 0.94 | 6 | -4 | -4 | 14 | 15 | 6 | 11 | -2
CC1(C)CC2CC(C)(CN2C(=O)COC(=O)c2cncc(Br)c2)C1 (stereo not drawn) | 1.1 | 11 | 0 | -8 | 3 | 10 | -6 | 4 | -4
COc1ccc(CN2CCC(C(=O)Nc3ccc(Oc4ccccc4)nc3)CC2)cc1F | 1.4 | 8 | 2 | -5 | 6 | -9 | -36 | 15 | 0
CCn1c2ccccc2c2cc(NC(=O)CSc3nnc(-c4ccccc4OC)n3N)ccc21 | 1.1 | 7 | -4 | -8 | 8 | 16 | -8 | 20 | -4
CCN(CC)CCn1c2c(c(SCC(=O)Nc3nc4ccc(C)cc4s3)nc1=O)CCC2 | 0.86 | 4 | -7 | -7 | 11 | 3 | 14 | -7 | -4
Cc1cccc(C(=O)OCC(=O)N2CC(C)CC(C)C2)c1C (stereo not drawn) | 0.96 | -2 | 0 | -2 | 3 | 2 | 4 | -8 | -1
COc1ccc(NC(=O)COc2ccc(C(=O)c3ccc(F)cc3)cc2)cc1S(N)(=O)=O | 0.99 | -2 | 3 | -3 | 7 | -8 | 1 | 8 | 1
COc1cc(CNC(=O)c2ccc3oc(C(C)C)nc3c2)cc(OC)c1 | 1.1 | -12 | -3 | -1 | -5 | 34 | -6 | 24 | -1
COc1ccc(-c2oc(NC(=O)CSc3ncn[nH]3)c(C#N)c2-c2ccc(OC)cc2)cc1 | 0.84 | 4 | -6 | -6 | -25 | -3 | 16 | 18 | 0
O=C1NC(=S)S/C1=C/c1ccc(OC(=O)c2ccco2)cc1 | 0.9 | 31 | -2 | -13 | 7 | 11 | 10 | 23 | -1
Cc1cc(C)n(CCC(=O)Nc2ccc(-c3ccno3)cc2)n1 | 0.99 | -26 | 0 | -3 | -5 | -6 | 1 | 19 | -2
Cc1ccc(NC(=O)NCCN2CCCCC2)cc1Cl | 1.3 | -2 | 0 | -6 | -16 | -15 | -28 | 22 | -4
Cc1ccc(CC(=O)Nc2ccccc2N2CCOCC2)cc1C | 1 | -13 | 3 | -5 | 8 | 19 | -4 | 17 | 10
CC(CN1CCCC1)C(=O)NN (stereo not drawn) | 1.1 | 9 | 0 | -1 | 6 | 17 | -5 | 2 | 0
CCc1nnc(NC(=O)CCN2C(=O)/C(=C/c3cc(OC)c(OC)c(OC)c3)SC2=S)s1 | 0.91 | 11 | 0 | 1 | -14 | 12 | 9 | 26 | -3
COc1ccc2c(c1)CCC1=C2NC(=S)NC1c1ccc(N(C)C)cc1 (stereo not drawn) | 0.98 | 13 | -6 | -3 | 23 | 21 | 2 | 14 | -2
Cc1nc(NS(=O)(=O)c2ccccc2)sc1NC(=O)OC(C)C | 0.83 | 16 | 0 | -5 | 1 | 19 | 16 | 10 | -1
O=C(NCc1ccccn1)c1cccc(S(=O)(=O)N2CCc3ccccc32)c1 | 1 | 9 | -2 | -5 | -5 | 7 | -4 | 14 | 0
Cc1ccccc1-c1nc(CS(=O)CC(=O)NC(C)CCc2ccccc2)c(C)o1 (stereo not drawn) | 1.2 | -2 | -5 | 3 | 17 | -4 | -16 | 8 | 2
Cc1ccc(NC(=O)c2cc(S(=O)(=O)NCCC3=CCCCC3)ccc2F)cc1 | 0.95 | -6 | 0 | -6 | 54* | 50* | 5 | 9 | 0

A portion taken from the entries so far, for reference:
SMILES | mIAP act | hIAP inh | beta cell repl | A3G deaminase | TIM10 inh | tim10-1 inh | mIAP block | NLRP3 yeast inh | APOBEC3A inh
CCN(CC)CCn1c2c(c(SCC(=O)Nc3nc4ccc(C)cc4s3)nc1=O)CCC2 | 0.86 | 4 | -7 | -7 | 11 | 3 | 14 | -7 | -4
Cc1cccc(C(=O)OCC(=O)N2CC(C)CC(C)C2)c1C (stereo not drawn) | 0.96 | -2 | 0 | -2 | 3 | 2 | 4 | -8 | -1

4 entries out of the list, arranged by length of the SMILES, low to high:
SMILES | mIAP act | hIAP inh | beta cell repl | A3G deaminase | TIM10 inh | tim10-1 inh | mIAP block | NLRP3 yeast inh | APOBEC3A inh
COc1ccc(Cc2c(Cl)ncnc2Cl)cc1 | 0.99 | 12 | -1 | -4 | 2 | -11 | 1 | 5 | 2
Cc1ccccc1-c1nc(CS(=O)CC(=O)NC(C)CCc2ccccc2)c(C)o1 (stereo not drawn) | 1.2 | -2 | -5 | 3 | 17 | -4 | -16 | 8 | 2
O=C(CN1CCN(S(=O)(=O)c2cccc(F)c2)CC1)Nc1ccnn1C1CCCC1 | 1 | 9 | 1 | -3 | 0 | 3 | 0 | -2 | 0
CCc1c(C)nc2cc(-c3cc(OC)cc(OC)c3)nn2c1N1CCN(CCN2CCOCC2)CC1 | 0.87 | 17 | -3 | 0 | 7 | -8 | 13 | 24 | 0
